Bioassay records from PubChem.
NFkB binder – binders of NF-kB p50 subunit, primary screen, biochemical, small molecule microarray, anti-His fluorescence. Nuclear factor NF-kappa-B p105 subunit (Homo sapiens), P19838. anti-His fluorescence binding. calls only. actives 1.3% (n = 17,000);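 active means spot fluorescence over background significantly raised, with a chance value under 7% in all four replicate spots of the compound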;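 further: probe protein is his-tagged human p50 processed subunit at 1 µg/ml; raw spot fluorescence signals with no normalization applied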
Target sequence (P19838 1-433 limits assumed): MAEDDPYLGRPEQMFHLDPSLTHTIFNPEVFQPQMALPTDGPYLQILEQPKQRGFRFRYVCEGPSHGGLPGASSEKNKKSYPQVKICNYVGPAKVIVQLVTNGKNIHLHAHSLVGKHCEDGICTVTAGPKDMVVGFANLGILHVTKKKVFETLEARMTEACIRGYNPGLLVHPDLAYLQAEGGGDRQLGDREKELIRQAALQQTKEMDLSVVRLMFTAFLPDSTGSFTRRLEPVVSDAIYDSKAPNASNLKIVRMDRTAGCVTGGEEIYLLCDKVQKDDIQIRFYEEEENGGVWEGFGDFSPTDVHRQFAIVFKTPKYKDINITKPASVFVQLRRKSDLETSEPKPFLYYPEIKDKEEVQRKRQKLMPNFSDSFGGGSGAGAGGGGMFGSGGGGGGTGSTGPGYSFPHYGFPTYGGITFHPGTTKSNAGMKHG
Calls only; i = inactive.

structure | NFkB binder
C[C@@H]1CCCCO[C@@H](CN(C)Cc2ccncc2)[C@H](C)CN([C@H](C)CO)C(=O)c2cc(N(C)C)ccc2O1 | i
COc1cc(CN2CCN(CCO)CC2)c([N+](=O)[O-])cc1OC | i
C[C@@H]1CN([C@@H](C)CO)C(=O)c2cccc(NC(=O)c3nc4ccccc4s3)c2O[C@H]1CN(C)C(=O)Nc1ccccc1 | i
Cc1noc(C)c1NC(=O)N(C)C[C@H]1OCCCC[C@@H](C)Oc2ccc(N(C)C)cc2C(=O)N([C@H](C)CO)C[C@H]1C | i
C[C@H](CO)N1C[C@H](C)[C@@H](CN(C)C(=O)Nc2ccc(C(F)(F)F)cc2)Oc2c(NS(=O)(=O)c3ccccc3)cccc2C1=O | i
COC(=O)C1=COC(O[C@@H]2O[C@H](CO)[C@@H](O)[C@H](O)[C@H]2O)[C@@H]2[C@@H](C)[C@@H](OC(=O)/C=C/c3ccc(O)c(O)c3)[C@@H](O)[C@H]12 (some centres undefined) | i
COc1ccc(S(=O)(=O)Nc2ccc3c(c2)CC(=O)N([C@H](C)CO)C[C@@H](C)[C@H](CN(C)C(=O)Nc2ccc(F)cc2)O3)cc1 | i
C[C@H]1CN([C@@H](C)CO)C(=O)c2cccc(NC(=O)Nc3ccc(F)cc3)c2O[C@H]1CN(C)Cc1ccc(C(F)(F)F)cc1 | i
C[C@H](CO)N1C[C@H](C)[C@@H](CN(C)C(=O)Nc2ccc(C(F)(F)F)cc2)Oc2ccc(NC(=O)C3CCCCC3)cc2C1=O | i
O=C1O[C@H](c2ccccc2)[C@H](c2ccccc2)N2[C@H]1[C@@H](C(=O)N1CCCCCCC1)[C@]1(C(=O)Nc3ccc(C#CC4(O)CCCCCC4)cc31)[C@H]2c1ccccc1OCCO | i
C[C@@H]1CN([C@@H](C)CO)C(=O)c2cccc(NS(C)(=O)=O)c2O[C@H]1CN(C)Cc1ccc(Oc2ccccc2)cc1 | i
C[C@@H]1CN([C@H](C)CO)C(=O)c2cccc(NC(=O)Nc3ccc(F)cc3)c2O[C@@H]1CN(C)C(=O)NC1CCCCC1 | i
C[C@@H]1CN([C@@H](C)CO)C(=O)Cc2cc(NC(=O)Cc3ccccc3)ccc2O[C@@H]1CN(C)C(=O)NC1CCCCC1 | i
COCCOC(=O)N1C(=O)[C@@]2(c3cc(C#CC4(O)CCCCCC4)ccc31)[C@H](c1ccc(O)cc1)N1[C@H](c3ccccc3)[C@H](c3ccccc3)OC(=O)[C@H]1[C@@H]2C(N)=O | i
COc1cccc(NC(=O)CSc2nc(C)c(C)c(C)c2C#N)c1 | i
CCOc1ccc2ccccc2c1C(=O)NCc1cccnc1 | i
C[C@@H]1CN([C@@H](C)CO)C(=O)c2cc(NC(=O)Nc3ccc(F)cc3)ccc2O[C@H]1CN(C)C(=O)Nc1ccc(F)cc1 | i
Cc1cc(C)c(OCC(=O)Nc2ccc(C)cc2[N+](=O)[O-])c(Cl)c1 | i
COc1ccc(Cn2c(-c3ccc(OC)c(O)c3)nc3ccccc32)cc1O | i
C[C@H](CO)N1C[C@H](C)[C@@H](CN(C)C(=O)c2ccccc2)OCc2cn(nn2)CCCC1=O | i
CNC[C@@H]1Oc2ccc(NC(=O)c3ccncc3)cc2CC(=O)N([C@@H](C)CO)C[C@@H]1C | i
C[C@H](CO)N1C[C@H](C)[C@H](CN(C)Cc2ccc(C(=O)O)cc2)Oc2c(NC(=O)c3ccncc3)cccc2C1=O | i
C=C(C)[C@H]1C[C@]2(C)[C@@H](C)C[C@H](O)C[C@H]2[C@H](OC(=O)C=C(C)C)[C@@H]1O | i
CO[C@H]1C[C@@H]2CC[C@@H](C)[C@@](O)(O2)C(=O)C(=O)N2CCCC[C@H]2C(=O)O[C@H](C(C)CC2CC[C@@H](O)[C@H](OC)C2)CC(=O)[C@H](C)/C=C(\C)[C@@H](O)[C@@H](OC)C(=O)[C@H](C)C[C@H](C)/C=C/C=C/C=C\1C (some centres undefined) | i
C[C@@H]1CN([C@@H](C)CO)C(=O)Cc2cc(N(C)C)ccc2O[C@@H]1CN(C)Cc1ccc(C(=O)O)cc1 | i
CC(=O)Nc1ccc(S(=O)(=O)NCc2ccc3[nH]c4c(c3c2)CCCC4)cc1 | i
C[C@@H]1CN([C@H](C)CO)C(=O)Cc2cc(NC(=O)Cc3cn(C)c4ccccc34)ccc2O[C@@H]1CN(C)S(=O)(=O)c1cn(C)cn1 | i
C[C@H]1CN([C@@H](C)CO)C(=O)c2cccc(NS(=O)(=O)c3cn(C)cn3)c2O[C@@H]1CN(C)Cc1ccc(Cl)c(Cl)c1 | i
C=C1[C@@H](C2=CC(=O)OC2)CC[C@@]2(O)[C@@H]1CC1[C@H]2CC[C@@H]2C[C@@H](O[C@H]3O[C@@H](C)[C@@H](O[C@@H]4O[C@H](CO[C@@H]5O[C@H](CO)[C@@H](O)[C@H](O)[C@H]5O)[C@@H](O)[C@H](O)[C@H]4O)[C@H](OC)[C@H]3O)CC[C@]12C (some centres undefined) | i
Cn1c(SCc2ccon2)nc2ccccc2c1=O | i

Part of the list above, set out differently.
SMILES: C[C@@H]1CN([C@@H](C)CO)C(=O)c2cccc(NS(C)(=O)=O)c2O[C@H]1CN(C)Cc1ccc(Oc2ccccc2)cc1
  NFkB binder = i

SMILES: C[C@@H]1CN([C@H](C)CO)C(=O)c2cccc(NC(=O)Nc3ccc(F)cc3)c2O[C@@H]1CN(C)C(=O)NC1CCCCC1
  NFkB binder = i

SMILES: C[C@@H]1CN([C@@H](C)CO)C(=O)Cc2cc(NC(=O)Cc3ccccc3)ccc2O[C@@H]1CN(C)C(=O)NC1CCCCC1
  NFkB binder = i

SMILES: COCCOC(=O)N1C(=O)[C@@]2(c3cc(C#CC4(O)CCCCCC4)ccc31)[C@H](c1ccc(O)cc1)N1[C@H](c3ccccc3)[C@H](c3ccccc3)OC(=O)[C@H]1[C@@H]2C(N)=O
  NFkB binder = i

(continued)
structure | NFkB binder
CCCOc1ccc(C2C(C(=O)Nc3ccccc3OC)=C(C)Nc3ncnn32)cc1OC (centres undefined) | i
CC(C)NC(=O)Nc1ccc2c(c1)C(=O)N([C@H](C)CO)C[C@@H](C)[C@@H](CN(C)Cc1ccc(C(=O)O)cc1)OCCCC[C@H](C)O2 | i
CC(C)(C)c1ccc(N2C(=O)CS(=O)(=O)C2c2ccccc2)cc1 (centres undefined) | i
C[C@@H]1CN([C@@H](C)CO)C(=O)c2cc(NS(=O)(=O)c3cn(C)cn3)ccc2O[C@@H](C)CCCCO[C@@H]1CN(C)S(=O)(=O)c1cn(C)cn1 | i
CCCn1cnc2cc(NCc3ccccn3)ccc21 | i
C[C@H](CO)N1C[C@H](C)[C@@H](CN(C)C(=O)Nc2cccc3ccccc23)Oc2c(NC(=O)c3nc4ccccc4s3)cccc2C1=O | i
C[C@H](CO)N1C[C@H](C)[C@H](CN(C)Cc2ccc(C(=O)O)cc2)Oc2ccc(NC(=O)Cc3ccccc3)cc2CC1=O | i
C[C@H](CO)N1C[C@H](C)[C@H](CN(C)CC2CC2)Oc2ccc(NC(=O)Nc3ccc4c(c3)OCO4)cc2CC1=O | i
C[C@@H]1CCCCO[C@H](CN(C)C)[C@H](C)CN([C@@H](C)CO)C(=O)c2cc(NC(=O)Nc3ccc(F)cc3)ccc2O1 | i
C[C@@H]1CN([C@H](C)CO)C(=O)Cc2cc(NC(=O)Nc3cccc4ccccc34)ccc2O[C@@H]1CN(C)C(=O)Nc1ccc(F)cc1 | i
COc1ccc(OC)c(NC(=O)Cn2cc(C(=O)c3cccs3)c3ccccc32)c1 | i
CC(=O)O[C@]1(C(C)=O)CC[C@H]2[C@@H]3C=C(C)C4=CC(=O)CC[C@@H]4[C@H]3CC[C@@]21C | i
C[C@@H]1CCCCO[C@@H](CN(C)C)[C@H](C)CN([C@H](C)CO)C(=O)c2cc(NS(=O)(=O)c3cccs3)ccc2O1 | i
Cc1cc(SCC(N)=O)nc2ccccc12 | i
Clc1ccc(C(Cn2ccnc2)OCc2c(Cl)cccc2Cl)c(Cl)c1 (centres undefined) | i
CS(=O)(=O)NCCSCc1ccco1 | i
COc1ccc(S(=O)(=O)Nc2cccc3c2O[C@@H](CN(C)Cc2ccc(C(F)(F)F)cc2)[C@H](C)CN([C@@H](C)CO)C3=O)cc1 | i
C[C@@H]1CN([C@H](C)CO)C(=O)c2cc(NC(=O)Nc3ccc(F)cc3)ccc2O[C@H]1CN(C)S(=O)(=O)c1cccs1 | i
C[C@H](CO)N1C[C@H](C)[C@H](CN(C)C(=O)Nc2cccc3ccccc23)OCCCC[C@H](C)Oc2ccc(NC(=O)Nc3ccc(F)cc3)cc2C1=O | i
C[C@H](CO)N1C[C@H](C)[C@@H](CN(C)Cc2ccc(C(=O)O)cc2)OCCCC[C@H](C)Oc2ccc(NC(=O)Nc3ccc(F)cc3)cc2C1=O | i
COC(=O)c1c(NC(=O)CSc2nnc3ccccn23)sc(C)c1C | i
CCC1(c2ncc[nH]2)Cc2ccccc2O1 (centres undefined) | i
CNC[C@@H]1Oc2ccc(NC(=O)CCC(F)(F)F)cc2C(=O)N([C@@H](C)CO)C[C@H]1C | i
Cc1noc(C)c1NC(=O)N(C)C[C@H]1Oc2c(NC(=O)c3ccncc3)cccc2C(=O)N([C@@H](C)CO)C[C@H]1C | i
C[C@@H]1CN([C@H](C)CO)C(=O)c2cc(NC(=O)Nc3ccc(F)cc3)ccc2O[C@H]1CN(C)C(=O)Nc1ccc(F)cc1 | i
CC(C)(C)[C@@H]1C=C(C(=O)NCc2ccccc2)O[C@H](OCc2ccc(CO)cc2)C1 | i
C[C@@H]1CN([C@@H](C)CO)C(=O)c2cc(NC(=O)Nc3ccc4c(c3)OCO4)ccc2O[C@@H]1CN(C)CC1CCCCC1 | i
CC(C)N(Cc1nc(-c2ccccc2)no1)C(=O)c1ccc([N+](=O)[O-])cc1 | i
Cc1nc(-c2ccccc2)c(-c2ccncc2)o1 | i
Cc1noc(C)c1S(=O)(=O)N(C)C[C@H]1OCCCC[C@H](C)Oc2ccc(NC(=O)Nc3ccccc3)cc2C(=O)N([C@@H](C)CO)C[C@@H]1C | i

Quoted from above (three entries):
structure | NFkB binder
COC(=O)c1c(NC(=O)CSc2nnc3ccccn23)sc(C)c1C | i
CCC1(c2ncc[nH]2)Cc2ccccc2O1 (centres undefined) | i
CNC[C@@H]1Oc2ccc(NC(=O)CCC(F)(F)F)cc2C(=O)N([C@@H](C)CO)C[C@H]1C | i

The listing continues.
compound	NFkB binder
Cc1nn(C(=O)c2ccco2)c(C)c1CN1C(=O)c2ccccc2C1=O	i
C[C@@H]1CN([C@H](C)CO)C(=O)c2cc(NS(=O)(=O)c3ccccc3)ccc2O[C@@H](C)CCCCO[C@H]1CN(C)C(=O)c1ccccc1	i
Cc1ccc(S(=O)(=O)N(C)C[C@H]2Oc3ccc(NC(=O)CCC(F)(F)F)cc3C(=O)N([C@@H](C)CO)C[C@H]2C)cc1	i
COC(=O)c1ccccc1NC(=O)CSc1nc2cc(Cl)ccc2s1	i
CNC[C@@H]1OCCCC[C@H](C)Oc2ccc(NS(=O)(=O)c3c(C)noc3C)cc2C(=O)N([C@H](C)CO)C[C@@H]1C	i
C[C@@H]1CN([C@@H](C)CO)C(=O)CCCn2nncc2CO[C@@H]1CN(C)C(=O)Nc1ccc(N2CCN(C)CC2)cc1	i
Cc1nnc(SCC(=O)Nc2ccc([N+](=O)[O-])cc2)s1	i
CC(C)[C@@H]1CC[C@@]2(C)CCC[C@@](C)(O)[C@@H]2[C@H]1OC(=O)/C=C/c1ccccc1	i
CNC[C@@H]1Oc2ccc(NC(=O)Nc3cccc4ccccc34)cc2CC(=O)N([C@H](C)CO)C[C@@H]1C	i
Cc1ccnc(NS(=O)(=O)c2ccc(NC(=O)C34CCC5CC(CC(C5)C3)C4)cc2)n1	i
COC1=CC(=O)CC(C)C12Oc1cc(OC)cc(OC)c1C2=O (centres undefined)	i
COc1ccc(S(=O)(=O)Nc2ccc3c(c2)CC(=O)N([C@H](C)CO)C[C@H](C)[C@H](CN(C)Cc2ccc(C(F)(F)F)cc2)O3)cc1	i
C[C@H]1CN([C@@H](C)CO)C(=O)Cc2cc(NS(=O)(=O)c3cccs3)ccc2O[C@@H]1CN(C)Cc1ccccc1	i
CCn1c(=O)c(C(=O)NCCO)c(O)c2ccccc21	i
C[C@H](CO)N1C[C@H](C)[C@@H](CN(C)C(=O)Nc2ccc3c(c2)OCO3)Oc2ccc(NC(=O)Nc3ccc4c(c3)OCO4)cc2C1=O	i
Cn1c(=O)c2c(nc(NCCO)n2CCc2ccccc2)n(C)c1=O	i
C[C@H]1CN([C@@H](C)CO)C(=O)c2cc(NC(=O)Cc3ccccc3)ccc2O[C@@H]1CN(C)CC1CCCCC1	i
CCOC(=O)c1sc(NC(=O)c2cc(-c3ccccc3)on2)c(C(=O)OCC)c1C	i
CC(C)NC(=O)Nc1ccc2c(c1)CC(=O)N([C@@H](C)CO)C[C@H](C)[C@H](CN(C)C(=O)Nc1cccc3ccccc13)O2	i
O=C(Nc1cccc(C(=O)OC2Cc3ccccc3C2=O)c1)c1ccccc1 (centres undefined)	i
CC(C)c1ccc2oc(-c3ccc(NC(=O)COc4ccc([N+](=O)[O-])cc4)cc3)nc2c1	i
C[C@@H]1CN([C@@H](C)CO)C(=O)c2cccc(NC(=O)Nc3ccc(C(F)(F)F)cc3)c2O[C@H]1CN(C)Cc1ccncc1	i
NC(=O)CSc1nnc(SCc2cccc3ccccc23)s1	i
Cc1noc(C)c1NC(=O)N(C)C[C@H]1OCCCC[C@@H](C)Oc2ccc(NS(=O)(=O)c3cn(C)cn3)cc2C(=O)N([C@H](C)CO)C[C@@H]1C	i
CCCOc1ccc(Oc2nc(NCC)nc(OC)n2)nn1	i

This is a subset; the hit share may differ from the screen's.
